Tn6 DDE FP = inhibitors of Tn6 peptide binding to human fibrin DD(E) | P02675 | Fibrin DD(E) TRITC-Tn6 fluorescence polarization displacement | inhibition, % at 8.3 µM | 370,000 compounds, 0.21% hits | AID 720509;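 active means inhibition above a per-campaign cutoff: mean of compounds within control limits plus 3 SD, cut at about 15% in these data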;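 further: 0% = median of all compound wells on the plate and 100% = blocking peptide control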
DDE Tn7 FP inh = DD(E)-Tn7 binding inhibition, primary FP screen. 370,000 compounds, 0.13% hits. FP displacement of FITC-Tn7 peptide from fibrin DD(E); 0% = median of compound wells per plate. inhibition, % at 8.3 µM;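 active means inhibition above the mean of compounds falling within the control limits plus 3 SD of them, cut at about 14% in these data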;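 further: 0% = plate median of compound wells and 100% = 10 µM Aha-Tn7 peptide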
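Measure: % inhibition scaled between sample-field median and high-control FP; Test system: human fibrin DD(E); Quantity: 2 µM final DD(E) protein; Doses: one dose, 8.3 µM nominal; Schedule: compound with protein 10 min, then 3 h after probe, room temperature; Detection: fluorescence polarization; Medium: Tris buffer with calcium and detergent, pH 7.8.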
ADAM10 inh = ADAM10 inhibition, QFRET primary screen; AID 720582; recombinant ADAM10, EDANS/DABCYL FRET peptide cleavage, 3 h; O14672; inhibition, % at 7 µM; 370,000 compounds, 0.62% hits;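 active means inhibition above a per-campaign cutoff equal to the mean of compounds falling between control-based bounds plus 3 SD, cut at about 20% in these data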;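 further: 0% = DMSO wells while the 100% control is not disclosed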
SIAE inh = human SIAE inhibition, primary screen; Q9HAT2; SIAE FP-Rh probe binding, fluorescence polarization; inhibition, % at 9.66 µM; 370,000 compounds, 0.69% hits; AID 1053197;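 active means inhibition above a cutoff: mean of compounds within the control limits plus 3 SD of those, cut at about 17% in these data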;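 further: 0% = plate median of compound wells and 100% = probe without SIAE protein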
Target sequence (Q9HAT2 whole entry, looked up): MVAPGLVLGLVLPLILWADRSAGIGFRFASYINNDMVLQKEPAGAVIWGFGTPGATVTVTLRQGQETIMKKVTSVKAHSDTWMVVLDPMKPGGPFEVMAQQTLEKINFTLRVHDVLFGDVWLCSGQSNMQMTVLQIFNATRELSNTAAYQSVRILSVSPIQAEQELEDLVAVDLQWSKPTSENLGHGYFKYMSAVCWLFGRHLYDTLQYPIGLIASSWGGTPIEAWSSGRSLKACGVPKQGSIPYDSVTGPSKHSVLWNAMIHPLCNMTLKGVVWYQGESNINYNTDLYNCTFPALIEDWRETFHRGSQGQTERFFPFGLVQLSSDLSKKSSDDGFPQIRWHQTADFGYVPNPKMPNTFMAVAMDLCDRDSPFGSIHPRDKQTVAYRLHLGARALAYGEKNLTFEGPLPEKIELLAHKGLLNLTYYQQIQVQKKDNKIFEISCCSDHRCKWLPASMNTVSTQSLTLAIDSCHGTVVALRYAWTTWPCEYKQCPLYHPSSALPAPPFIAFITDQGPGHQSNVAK
ADAM17 inh = ADAM17 inhibition, QFRET primary screen | recombinant ADAM17, EDANS/DABCYL FRET peptide cleavage | 370,000 compounds, 0.83% hits | P78536 | AID 720648 | inhibition, % at 6.95 µM;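 active means inhibition above the mean of compounds lying between control limits plus 3 SD, set per campaign, cut at about 8.5% in these data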;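 further: 0% = DMSO-only wells as the low control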
ARFGAP1 inh = rat ARFGAP1 inhibition; Arfgap1-stimulated ARF1 GTP hydrolysis, GDP FP detection; 360,000 compounds, 0.26% hits; inhibition, % at 16.5 µM; AID 651572;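 active means inhibition above a per-plate limit, mean inhibition of low control wells plus 3 SD, cut at about 25% in these data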;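 further: 0% = DMSO wells with enzyme and 100% = wells lacking Arfgap1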
Target sequence (Q62848 1-136 limits assumed): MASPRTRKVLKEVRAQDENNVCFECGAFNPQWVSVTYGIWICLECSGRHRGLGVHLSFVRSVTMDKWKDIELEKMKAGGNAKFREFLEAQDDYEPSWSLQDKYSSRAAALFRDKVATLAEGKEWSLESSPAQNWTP
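Replicates: Single well per compound | Assay system: Truncated rat Arfgap1 GAP domain | Control set: No-Arfgap1 wells (100%) versus DMSO full-reaction wells (0%) | Times: Enzyme reaction 120 min at 25 °C after 20 min preincubation | Reagent: Human ARF1(Δ1-17)-GTP substrate | Measured by: Tracer-displacement fluorescence polarization with EDTA stop, 620/688 nm | Measure: Percent inhibition of Arfgap1-stimulated GTP hydrolysis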
ASAP1 GAP inh = blocks human ASAP1-stimulated Arf1 GTP hydrolysis | GDP FP detection | 360,000 compounds, 0.19% hits | AID 624377 | inhibition, % at 16.5 µM; in the data active means inhibition above about 25%;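 further: 0% = vehicle with enzyme and substrate and 100% = no enzyme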
PLC-beta3 inh = blocks human PLC-beta3 enzyme activity. Purified PLC-beta3, fluorogenic substrate, fluorescence. inhibition, % at 12.2 µM. 370,000 compounds, 0.18% hits. AID 720704; in the data active means inhibition above about 11%;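 further: 0% = median of compound wells on plate and 100% = full blocker control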
TDP2 inh = blocks human TDP2 phosphodiesterase activity. O95551. recombinant TDP2, T5PNP hydrolysis, p-nitrophenol absorbance 415 nm. 370,000 compounds, 0.34% hits. inhibition, % at 12.8 µM;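 active means inhibition above the mean of all tested compounds plus 3 SD, set per campaign, cut at about 25% in these data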;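 further: 0% = DMSO with enzyme and 100% = buffer with substrate but no TDP2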
Target sequence (O95551 whole entry, looked up): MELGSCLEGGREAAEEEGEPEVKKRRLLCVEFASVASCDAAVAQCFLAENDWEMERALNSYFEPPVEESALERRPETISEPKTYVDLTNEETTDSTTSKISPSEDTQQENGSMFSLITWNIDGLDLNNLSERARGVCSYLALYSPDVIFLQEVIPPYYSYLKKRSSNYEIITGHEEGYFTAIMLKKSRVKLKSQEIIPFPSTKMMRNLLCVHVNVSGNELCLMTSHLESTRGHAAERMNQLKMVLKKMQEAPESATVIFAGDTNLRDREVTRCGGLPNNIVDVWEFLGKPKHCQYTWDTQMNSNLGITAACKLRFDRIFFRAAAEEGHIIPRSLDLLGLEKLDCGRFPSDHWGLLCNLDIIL
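System – recombinant human TDP2 · Amount – 120 nM TDP2 per well · Buffer or medium – Mg2+-containing Tris-HCl buffer, pH 7.5 · Reagent – T5PNP substrate, 5 mM · Dosing – 12.8 µM single point, 1% DMSO · Incubation – 2 h at 37 °C · Measured by – epi absorbance · Read-out basis – percent inhibition · Benchmarks – high control without enzyme, low control DMSO plus TDP2 · Repeats – singlicate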
PLC-gamma1 inh = inhibitors of human phospholipase C gamma1. P19174. purified PLC-gamma1, fluorogenic substrate, fluorescence. inhibition, % at 12.2 µM. 370,000 compounds, 0.84% hits; in the data active means inhibition above about 9.5%
The depositor's hits bear a star; i = inactive; . = not tested or not shown.

no.	Structure	Tn6 DDE FP	DDE Tn7 FP inh	ADAM10 inh	SIAE inh	ADAM17 inh	ARFGAP1 inh	ASAP1 GAP inh	PLC-beta3 inh	TDP2 inh	PLC-gamma1 inh
1	COc1ccc(C=O)cc1Cn1c(=O)n(CCC(=O)NCc2ccco2)c(=O)c2sccc21	12	2	-4	-3	-6	9	-4	-15	7	0
2	COc1ccc(CN2C(=O)C(CC(=O)NCCCCc3ccccc3)CC(C(=O)N(C)C)=C2C)cc1 (configuration not stated)	4	-2	-13	0	-6	-4	-3	-2	8	-2
3	CCCC[C@H](CCCc1ccc(F)cc1)CCC(=O)N(c1ccccc1)c1ccccc1	-5	0	9	4	-1	.	.	3	-7	3
4	CCC(=O)Nc1ccc(S(=O)(=O)c2ccc(NC(=O)CC)cc2)cc1	-9	-2	-3	2	-6	7	10	-3	16	0
5	O=C(Nc1nc2ccccc2n1CCN1CCOCC1)c1cn(-c2ccccc2)nc1-c1ccccc1	8	3	-12	2	-6	1	4	-4	2	-3
6	CN(C)c1ccc(C(=O)C(O)c2ccccc2Cl)cc1 (configuration not stated)	10	7	-20	3	-2	0	1	-19	-3	-13
7	O=C(c1ccccc1)N1CCN(c2ncnc3c(-c4ccccc4)nsc23)CC1	3	2	-12	-1	0	5	-8	0	0	-2
8	Cc1nn(C(C)C(=O)Nc2ccccc2Cl)c(=O)c2nn(-c3ccccc3)c(C)c12 (configuration not stated)	-2	-3	-3	0	-1	4	5	-7	-19	0
9	O=C(OCn1nnc2ccccc2c1=O)C1=COCCO1	-3	-1	-3	3	-2	-2	-6	-2	6	-2
10	CC1CCN(C(=O)C2CCCN(S(=O)(=O)c3ccc4c(c3)CC(C)N4C(=O)C3CC3)C2)CC1 (configuration not stated)	-14	-4	-4	1	0	11	-1	1	7	0
11	C[C@H]1CN=C(Nc2ccccc2)N1CC1CCCCC1	0	-8	-1	8	-1	-2	3	4	-2	2
12	COC(=O)CNC(=O)COC(=O)Cc1ccc(Cl)cc1	-4	-2	-11	2	-1	-1	-6	-6	-6	1
13	NC(=O)c1ccc(N2CCN(S(=O)(=O)c3ccccc3)CC2)c([N+](=O)[O-])c1	0	2	4	0	-2	1	-1	-3	1	3
14	COc1ncnc2c1ncn2CCCN(CCCc1ccccc1)CCCn1cnc2c(OC)ncnc21	-1	-6	-8	4	-3	8	-2	2	3	-2
15	CCOC(=O)C1=C(N)Oc2cc(O)ccc2C1c1cccc(Cl)c1 (configuration not stated)	-6	-11	-2	-2	-2	21	1	-8	3	-4
16	Nc1ccn(CC(=O)NCCc2ccccn2)c(=O)n1	2	0	-4	1	-2	-19	-6	4	-8	2
17	CC1CCCCC1NC(=O)c1cccc(NC2=NC3CS(=O)(=O)CC3S2)c1 (configuration not stated)	1	-5	0	2	4	12	-4	6	-18	10.0*
18	CCCCNC(=O)C1(C)CCCCN1C(=O)c1c(F)ccc(C)c1F (configuration not stated)	-9	4	-17	-7	-6	-1	-17	-1	6	2
19	CN(C)CCOC(=O)C1(c2ccccc2)CCCC1	1	-8	1	-7	-2	1	0	1	3	2
20	CCOC(=O)c1sc(NC(=O)C(C)C)c(C#N)c1C	-2	0	-3	2	-5	-11	-9	-5	-9	0
21	O=C(CNC(=O)c1ccc2c(c1)OCO2)N/N=C(Br)/C=C/c1ccccc1	-3	1	-6	0	-3	5	-2	-6	1	-1
22	Cc1coc2c(C)c3oc(=O)cc(-c4ccccc4)c3cc12	-2	-3	-3	-2	-3	-3	-2	-9	5	-4
23	Cc1cc2c(c(=O)n1C)C(Cc1ccccc1)C(C#N)=C(N)O2 (configuration not stated)	4	-6	-461	7	-129	-8	-10	-117	-3	-88
24	Cc1cccc(N2C(=O)CC(N3CCOCC3)C2=O)c1 (configuration not stated)	-14	1	7	10	2	10	-3	2	8	3
25	O=C(NC(=S)Nc1ccc(S(=O)(=O)Nc2ccccc2)cc1)C1CC1	-1	3	2	-4	1	1	-5	2	5	0
26	CCOC(=O)c1c(C)c(C#N)c2c3ccccc3ccn12	-1	3	0	-2	-1	3	-4	5	-3	3
27	COc1ccc(OC)c(NC(=O)Nc2ccc(O)c3ccccc23)c1	-4	7	-22	10	-6	-1	-11	-33	20	-19
28	COc1cc(C2C(C#N)=C(N)Oc3cc(O)ccc32)cc2c1OCO2 (configuration not stated)	6	-3	-3	-7	-1	6	-2	-37	-14	-30
29	NS(=O)(=O)c1ccc(S(=O)(=O)N2CCCC(c3ccccc3)C2)cc1 (configuration not stated)	1	3	-3	4	-3	0	3	4	4	-1
30	CN(C)CCOC1c2ccccc2CSc2ccccc21 (configuration not stated)	8	-2	-6	5	-5	1	-4	-8	12	-1
31	CC1CN(C(=O)c2cc3c(=O)n4ccccc4nc3s2)CC(C)O1 (configuration not stated)	-3	-2	i	-3	i	-16	-7	i	4	i
32	N#CC(C#N)=CNc1cccnc1	-3	0	-5	2	-7	-4	-8	-8	9	0
33	O=C(OC(C(=O)Nc1ccc([N+](=O)[O-])cc1Br)c1ccccc1)c1ccccc1 (configuration not stated)	-2	-8	0	-7	-2	3	8	2	-12	0
34	CC(C)=NOCC(=O)Nn1c(COc2ccccc2)nc2ccccc2c1=O	-3	-6	-6	1	-5	-4	-2	-2	5	1
35	O=C(CCOc1ccccc1)N1CCN(S(=O)(=O)c2cccs2)CC1	0	5	4	5	-7	11	-3	1	-1	1
36	Cc1noc(NS(=O)(=O)c2ccc(NC(=O)CCCOc3ccc(Cl)cc3Cl)cc2)c1C	-6	2	5	8	1	-2	-6	-2	7	2
37	CCN(C(=O)COC(=O)c1ccc(Cl)c(S(=O)(=O)N2CCCCC2)c1)C1CCS(=O)(=O)C1 (configuration not stated)	6	-6	3	0	-2	-4	2	-1	-2	1
38	CC(C)C[C@@H](CN)NC(=O)c1nc[nH]c1C(=O)N[C@@H](C)C(=O)CNC[C@H](C)NC(=O)c1nc[nH]c1C(=O)N[C@@H](Cc1ccccc1)C(=O)O	8	0	-11	8	-6	-9	-11	1	10	3
39	COc1ccc(OC)c(NC(=O)COC(=O)/C=C/c2ccccc2Cl)c1	-3	0	-3	3	-2	5	2	1	-10	-1
40	Cc1cc(-c2ccc(S(=O)(=O)N3CCc4ccccc4C3)s2)on1	6	3	-3	-7	1	-5	-9	-5	-8	2
41	Cc1cccc(C)c1NC(=O)c1ccccc1C(=O)O	-4	2	-3	1	-1	2	4	0	1	1
42	O=C(N/N=C/c1ccccc1C(F)(F)F)c1ccc(O)cc1	2	-4	-4	-3	0	-1	13	3	0	3
43	O=C(c1ccc(Cl)cc1)C1CCCN(Cc2cnn(-c3ccccc3)c2)C1 (configuration not stated)	0	1	-1	-2	-1	5	2	3	0	0
44	CN(C)c1ccc(C(=O)NNC(=O)Nc2ccccc2)cc1	-1	2	0	-10	-1	1	19	1	-13	7
45	CCOc1ccccc1C(=O)Nc1ccc(S(=O)(=O)Nc2cc(OC)nc(OC)n2)cc1	8	3	8	-2	2	-8	-11	0	7	0
46	CCOC(=O)CNC(=O)C(=O)c1c(O)[nH]c2ccccc12	0	-12	-2	7	2	-8	6	2	-2	4
47	O=C(C[C@H]1C/C=C\CC[C@H](Cc2ccc(F)cc2)C(=O)O[C@@H](c2ccccc2)CNC1=O)N[C@H](CO)Cc1ccccc1	4	4	1	1	-1	2	3	-1	-9	4
48	NC(CS(=O)O)C(=O)O (configuration not stated)	10	6	-2	-1	0	4	2	3	5	1
49	COc1ccc(-c2ccnc3nc(/N=C/N(C)C)nn23)cc1	-2	1	i	6	i	-8	-3	i	7	-387
50	O=S(Cc1ccccc1)CC(O)(c1ccc(Cl)cc1)c1ccc(Cl)cc1 (configuration not stated)	-10	4	19	-10	4	4	7	-2	-8	3
51	CC(C)CN(C(=O)COC(=O)CN1C(=O)c2ccccc2C1=O)c1c(N)n(Cc2ccccc2)c(=O)[nH]c1=O	1	-9	-7	-2	-1	-10	-4	-4	13	-2
52	COc1ccc(CCNC(=O)C23CCC(C)(C(=O)C2=O)C3(C)C)cc1OC (configuration not stated)	-1	-4	-6	-3	-4	-3	3	2	-2	1
53	CCCNc1nc2ccccc2c(=O)[nH]1	-5	-2	-271	-3	-90	7	2	-23	-18	-19
54	O=C(CN1CCC(n2nnc3cc(F)ccc32)CC1)NCc1ccco1	6	-4	-5	4	-3	3	6	-2	0	-2
55	O=C(CSc1ccccc1F)NC1CCS(=O)(=O)C1 (configuration not stated)	1	-4	-4	9	0	1	-20	5	2	3
56	Cc1ccc(S(=O)(=O)N2CCC(C)CC2)c([N+](=O)[O-])c1	6	-6	-4	6	2	10	-5	1	1	-1
57	O=C(NCc1ccc2c(c1)OCO2)c1cc(-c2cc(Cl)ccc2O)n[nH]1	5	-2	2	2	-1	8	-3	-6	0	2
58	CCOc1ccccc1N1CCN(C(=O)NC(C)c2ccc(F)c(F)c2)CC1 (configuration not stated)	2	-2	2	0	-3	7	6	-4	11	-1
59	NC(=O)c1nsc(C(=O)N(c2ccc3c(c2)OCO3)C(C(=O)NCC2CCCO2)c2ccc(F)cc2)c1N (configuration not stated)	-3	-3	-11	12	-7	-4	8	-24	2	-10
60	CCc1nc2ccc(C(=O)N3CCN(S(=O)(=O)CC)CC3)cn2c1N(CC)C(=O)NCCc1ccccc1	3	0	2	2	0	-5	-8	2	4	-1
61	CC(C)N1CCC(N2CCN(C3CCCC3)CC2CCO)CC1 (configuration not stated)	0	-3	-8	-1	-1	15	1	2	1	2
62	O=C(OCC(=O)N(C1CCCCC1)C1CCCCC1)c1ccc(O)cc1	2	-2	3	9	1	-2	8	1	-3	5
63	Cc1ccc(-c2cc(-c3ccccc3O)nc(N/N=C/c3cccnc3)n2)cc1	-2	2	5	0	0	-8	-8	2	-15	0

Record cards, from the list above. Screens in order: Tn6 DDE FP | DDE Tn7 FP inh | ADAM10 inh | SIAE inh | ADAM17 inh | ARFGAP1 inh | ASAP1 GAP inh | PLC-beta3 inh | TDP2 inh | PLC-gamma1 inh
Listed for `COc1ccc(-c2ccnc3nc(/N=C/N(C)C)nn23)cc1` = -2 | 1 | i | 6 | i | -8 | -3 | i | 7 | -387
Listed for `Cc1ccc(S(=O)(=O)N2CCC(C)CC2)c([N+](=O)[O-])c1` = 6 | -6 | -4 | 6 | 2 | 10 | -5 | 1 | 1 | -1
